Screening data (PubChem)
Bcl-2 Bim block – disrupts Bim peptide binding to human Bcl-2. Bead-based flow cytometry, Bim peptide-Bcl-2 binding. inhibition, % at 10 µM. actives 0.06% (n = 190,000). AID 950; in the data active means inhibition above about 40%; inconclusive means no clear call, values can overlap the other calls;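 further: 0% = no compound wells with probe peptide and 100% = reference peptide inhibitor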
Mcl1-Bid inh – disrupts binding of human Mcl-1 to Bid peptide. Q07820. TR-FRET Mcl-1/Bid-Dy647 peptide binding, 1536-well. inhibition, % at 21.7 µM. actives 0.97% (n = 220,000);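 active means compounds that cut the binding signal by more than half at the single screening dose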;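 further: His-tagged Mcl-1 with europium anti-His antibody binding Bid BH3 peptide; 0% = Mcl-1 plus peptide wells and 100% = peptide-only wells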
Target sequence (Q07820 whole entry, looked up): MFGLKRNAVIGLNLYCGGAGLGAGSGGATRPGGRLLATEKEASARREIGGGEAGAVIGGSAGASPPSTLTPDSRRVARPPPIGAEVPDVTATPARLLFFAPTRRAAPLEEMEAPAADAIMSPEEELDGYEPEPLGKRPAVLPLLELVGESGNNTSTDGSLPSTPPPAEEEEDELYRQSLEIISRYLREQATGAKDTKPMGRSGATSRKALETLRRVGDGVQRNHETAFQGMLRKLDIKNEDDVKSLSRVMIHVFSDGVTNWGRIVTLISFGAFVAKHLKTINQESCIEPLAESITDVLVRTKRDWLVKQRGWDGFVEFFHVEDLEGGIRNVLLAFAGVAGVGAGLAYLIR
RGS7-Gao reg – modulates binding of RGS7 to human Galphao. P09471. Multiplexed bead flow cytometry; actives lie on both sides. binding response (% of control), % at 10 µM. actives 0.35% (n = 220,000). AID 1439; in the data active means binding response below about 49% or above about 150%; inconclusive means no clear call, values can overlap the other calls; inactive means in between;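 further: fluorescent Galphao held in activated GDP-AlF4 state binding bead-coupled RGS7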
Target sequence (P09471 whole entry, looked up): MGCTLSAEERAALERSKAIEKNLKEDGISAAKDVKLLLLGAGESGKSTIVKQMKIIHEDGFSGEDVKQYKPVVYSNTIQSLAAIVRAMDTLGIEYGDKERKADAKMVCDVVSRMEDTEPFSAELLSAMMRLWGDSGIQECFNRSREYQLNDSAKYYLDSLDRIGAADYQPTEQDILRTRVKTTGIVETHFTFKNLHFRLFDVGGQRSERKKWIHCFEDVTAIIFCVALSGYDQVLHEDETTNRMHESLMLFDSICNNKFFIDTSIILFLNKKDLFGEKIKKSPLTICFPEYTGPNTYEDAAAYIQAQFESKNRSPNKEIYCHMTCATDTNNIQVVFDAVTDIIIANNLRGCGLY
Bim-Bcl-W – human Bim-Bcl-W interaction inhibition; Q92843; bead-based flow cytometry, Bim peptide-Bcl-W binding; inhibition, % at 10 µM; actives 0.02% (n = 190,000); AID 952;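 further: 0% = bound tracer without compound and 100% = peptide blocker; higher means less fluorescent Bim peptide bound to Bcl-W beads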
Target sequence (Q92843 whole entry, looked up): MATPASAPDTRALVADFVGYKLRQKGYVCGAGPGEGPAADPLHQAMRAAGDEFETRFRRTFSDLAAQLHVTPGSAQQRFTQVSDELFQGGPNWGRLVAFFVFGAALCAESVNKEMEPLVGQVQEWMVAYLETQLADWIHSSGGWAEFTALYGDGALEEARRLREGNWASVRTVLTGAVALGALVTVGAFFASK
RGS4-Gao reg – human RGS4-Galphao interaction regulation; AID 1415; Multiplexed bead flow cytometry, RGS4-Galphao binding; actives lie on both sides; binding response (% of control), % at 10 µM; actives 0.33% (n = 220,000); in the data active means binding response below about 49% or above about 150%; inactive means in between;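 further: fluorescent Galphao activated with aluminum fluoride binding bead-coupled RGS4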
Mcl1 Noxa PPI – disrupts binding of human Mcl-1 to Noxa peptide; TR-FRET Mcl-1/Noxa peptide binding, 2 h; Q07820; inhibition, % at 21.7 µM; actives 1.5% (n = 220,000);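 active means compounds that cut the protein-peptide binding signal by more than 50% relative to plate controls in a single-dose test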;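 further: His-tagged Mcl-1 with rhodamine Noxa BH3 peptide and terbium anti-His antibody; 0% = Mcl-1 plus Noxa peptide wells and 100% = peptide-only wells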
Bim-Bcl-XL – inhibitors of Bim-Bcl-XL interaction, human | Q07817 | Bim peptide-Bcl-XL binding, bead flow cytometry, fluorescence | inhibition, % at 10 µM | actives 0.04% (n = 190,000) | AID 1007
RGS8-Gao – regulators of human RGS8-Galphao interaction; multiplexed bead flow cytometry, RGS8-Galphao binding; actives lie on both sides; P09471; actives 0.34% (n = 220,000); response (percent of control binding), % at 10 µM; AID 1423; in the data active means response below about 60% or above about 140%; inactive means in between;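 further: Galphao activated as the GDP aluminium fluoride complex binding bead-coupled RGS8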
Mcl-1 Bim block – disrupts Bim peptide binding to human Mcl-1. Q07820. Bead-based flow cytometry, Bim peptide-Mcl-1 binding. inhibition, % at 10 µM. actives 0.1% (n = 190,000);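 further: 0% = no compound tracer wells and 100% = peptide blocker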
Bim-Bfl-1 – disrupts Bim binding to human Bfl-1. Q16548. Bead-based flow cytometry, Bim-Bfl-1 binding inhibition. inhibition, % at 10 µM. actives 0.12% (n = 190,000). AID 1008;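 further: 0% = wells without compound plus tracer and 100% = blocker peptide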
Bcl-B Bim block – inhibitors of Bim-Bcl-B interaction, human. AID 951. bead-based flow cytometry, Bim peptide-Bcl-B binding. Q9HD36. actives 0.073% (n = 190,000). inhibition, % at 10 µM;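 further: 0% = tracer peptide without compound and 100% = reference inhibitor peptide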
The depositor's hits bear a star; ? = inconclusive; · = no result given; [ ] = another dose, or the depositor's remark. Unless noted, no stated cut-off is given here; in the data, active means inhibition above about 40%. The order is random; any-hit rate near 2.7%.

Bcl-2 Bim block,Mcl1-Bid inh,RGS7-Gao reg,Bim-Bcl-W,RGS4-Gao reg,Mcl1 Noxa PPI,Bim-Bcl-XL,RGS8-Gao,Mcl-1 Bim block,Bim-Bfl-1,Bcl-B Bim block,molecule
-4,-16,117,-4,122,42,-2,102,-5,7,-17,Cc1ccc(C)c(S(=O)(=O)C(C#N)c2nc3ccccc3nc2N2CCCC2)c1 (centres undefined)
-2,-15,100,-2,100,8,-2,102,-1,0,-3,COc1ccc(/C=N/NC(=O)c2cnccn2)cc1O
3,-2,93,2,92,5,0,89,1,2,0,NC(=O)c1nsc(C(=O)N(CC(=O)NCc2ccco2)c2ccccc2F)c1N
-7,15,·,-4,·,-54,-7,·,-13,-3,-8,O=C(Cn1c2ccccc2c(=O)c2ccccc21)N/N=C/c1cc([N+](=O)[O-])ccc1N1CCCCCC1
-5,-38,95,0,98,21,-2,98,0,-9,-4,COc1cc(NC2c3ccccc3C(=O)N2c2ccc(C)cn2)cc(OC)c1OC (centres undefined)
3,2,110,-6,108,0,-1,104,-2,6,3,COc1ccc(C(=O)N2CCc3ccccc32)cc1
·,-8,?,·,103,13,·,102,·,·,·,CC(=O)Nc1ccc(S(=O)(=O)Oc2ccccc2N2CCCCC2)cc1
-6,-2,100,3,101,11,1,103,1,-8,1,c1ccc2nc(-c3nc4ccccc4o3)ccc2c1
·,-16,?,·,103,-34,·,99,·,·,·,Cc1cc(=O)nc2c3ccccc3n(CC(=O)Nc3ccccc3Br)n12
1,-10,94,0,97,5,0,99,-1,-1,0,CC(=O)c1cnc2cc(C)nn2c1C
0,-5,278*[activator],0,125,11,0,97,0,-3,0,CC(C)CSc1ccc(S(=O)(=O)NCC(=O)O)cc1[N+](=O)[O-]
14,-69,77,13,79,2,18,63,12,18,11,Cc1ccc(S(=O)(=O)NC(=O)Nc2ncc3c(n2)CC(c2ccco2)CC3=O)cc1 (centres undefined)
0,-22,97,0,103,3,0,101,-5,3,0,CCOC(=O)COc1cnc2ccccc2n1
-2,-27,98,-3,103,25,-3,101,-1,0,-4,Cn1c(C(=O)NCC2CCCO2)cc2oc3ccccc3c21 (centres undefined)
-9,3,100,-1,101,7,-5,98,0,-8,-7,O=C(CCNC(=O)c1ccccc1Cl)NCC12CC3CC(CC(C3)C1)C2
-2,-24,?,0,101,16,-1,101,0,-3,-4,CCCCNC(=O)C1(NC(=O)Nc2ccc(C)cc2)CCCCC1
4,-23,105,-2,97,47,-3,101,-8,9,-27,Cc1ccc(/C=C/C(=O)Nc2nn[nH]n2)o1
7,-11,104,1,102,10,3,102,3,5,3,CCc1nc(Nc2ccc(OC)c(OC)c2)c2nnn(Cc3ccccc3Cl)c2n1
6,9,105,-2,111,31,0,104,0,1,-2,Cc1cc(Br)c(S(=O)(=O)n2nnc3ccccc32)cc1C
-1,8,100,-4,99,1,-4,97,-4,0,-5,CCc1ccc(OCC(=O)N2c3ccccc3CCc3ccccc32)cc1
-1,-25,105,0,107,-22,2,102,0,2,0,O=S1(=O)CCN(Cc2ccc(Cl)cc2)CC1
-11,0,98,-2,98,4,-10,98,-6,-13,-13,Cc1ccc(S(=O)(=O)C2(C(=O)N(C)C3CCCCC3)CC2)cc1
1,-12,99,-6,101,-9,-6,104,-5,-2,-8,Cc1ccc(C(=O)NCCc2cc3ccc(C)c(C)c3[nH]c2=O)cc1[N+](=O)[O-]
-3,-19,100,-1,101,15,-7,96,-4,-3,1,CC(C)NC(=O)c1ccc(N2CCOCC2)nc1
-3,-8,99,-1,99,-11,-4,100,-3,-17,-10,CC(C)Nc1nc2n(c(=O)n1)CCN2C(C)C
3,-16,88,1,84,-5,-3,74,0,4,2,O=C(Nc1cnn(Cc2ccc(F)cc2)c1)c1cnccn1
0,-18,91,-1,92,20,-2,100,0,-3,0,COc1ccccc1NC(=O)N1CCC(c2nnc(SCC(N)=O)n2C)CC1
-2,-34,100,-1,99,30,-1,100,-4,1,-5,N#Cc1c(NC(=O)c2cc(-n3cnnc3)ccc2Cl)sc2c1CCCC2
-1,-25,101,-3,102,12,1,105,-2,-5,-2,O=C(O)CCC(=O)NNc1nc2ccccc2nc1-c1ccccc1
-4,-37,103,0,102,-2,2,100,2,-13,-6,O=c1[nH]n(CC2COC3(CCCCC3)O2)c(=O)c2ccccc12 (centres undefined)
0,46,96,0,99,36,0,100,-1,-2,-4,O=C(c1cccn(Cc2ccc(C(F)(F)F)cc2)c1=O)N1CCOCC1
-4,-9,97,-2,95,10,-7,98,2,-8,-4,N#CCn1nnc(-c2ccc3c(c2)OCO3)n1
-6,6,88,-3,87,30,-7,89,-3,-13,-7,CC1CN(CC(O)COc2ccc(C(C)C)cc2)CC(C)O1 (centres undefined)
-7,-7,98,0,99,31,-9,101,-1,-16,-8,Cc1ccc(NC(=O)/C(=C\c2ccccc2)NC(=O)/C=C/c2ccccc2)cc1
5,-7,106,1,108,-8,1,101,4,4,3,CCOc1ccccc1NC(=O)C(CC(C)C)NC(=O)C1CCCCC1 (centres undefined)
-3,-10,102,-2,101,3,-4,100,-3,-1,-4,CCN(CC)S(=O)(=O)c1ccc2c(c1)nc(CCC(=O)OCC(=O)Nc1cc(Cl)cc(Cl)c1)n2C
3,-9,91,-1,93,3,0,97,-1,-2,0,CC(C)NC(=O)COC(=O)c1cccc(NS(=O)(=O)/C=C/c2ccccc2)c1
-13,-17,103,-1,103,15,-3,104,0,-4,-5,O=C(N/N=C/C=C/c1ccc(Br)cc1)C(O)c1ccccc1 (centres undefined)
-12,-5,100,0,97,27,-4,102,0,-11,-9,CCN1CCN(c2ccc(NC(=O)c3cccc(OCc4ccccc4)c3)cc2)CC1
-1,-72,?,1,102,6,-1,100,0,-2,0,COc1ccc(NC(=O)Cn2c(CCC(=O)O)ccc2-c2ccc(C)cc2)cc1
1,15,107,-1,106,-34,-2,110,-1,-4,-8,O=C(Nc1ccc(-c2nnn(CC(=O)N3CCN(C(=O)c4ccco4)CC3)n2)cc1)c1ccc(F)cc1
-8,-10,107,-2,107,2,-4,108,-4,-11,-4,Cc1cccc(OCCCC(=O)NCC(=O)Nc2cccc(C)c2C)c1
-9,-7,84,1,88,4,-4,91,-2,-10,-12,COC(=O)c1cc2sccc2n1CC(=O)Nc1ccc(OC)c(OC)c1OC
0,-22,91,-2,96,-8,-3,96,3,-1,2,O=C(c1cc2nc(-c3ccc(F)cc3)cc(C(F)(F)F)n2n1)N1CCCC1
-2,-7,98,-2,100,2,-1,104,-1,-1,0,CCCCn1cnc2sc(-c3ccccc3)cc2c1=O
0,-36,99,0,104,0,-1,103,0,-6,-2,CCC(=O)NC(=S)Nc1ccc(N2CCOCC2)cc1
2,-3,100,4,101,-4,5,102,-5,1,1,CN1CCN(C(=O)c2ccccc2N(Cc2ccccc2)S(=O)(=O)c2ccccc2)CC1
·,-21,?,·,97,-5,·,99,·,·,·,NC(=O)CC(NC(=O)Cc1ccc(Br)cc1)c1ccc(NCCc2ccc(F)cc2)c([N+](=O)[O-])c1 (centres undefined)
-8,-17,102,-4,101,-18,-6,102,-3,-18,-8,CN(C(=O)c1ccccn1)c1nnc(-c2cccnc2)s1
0,-21,95,-2,91,7,-2,84,0,-1,-1,O=C(NC1CCN(C(=S)NCc2ccco2)CC1)C1CCCCC1

Pulled by compound from above (3):
Bcl-2 Bim block,Mcl1-Bid inh,RGS7-Gao reg,Bim-Bcl-W,RGS4-Gao reg,Mcl1 Noxa PPI,Bim-Bcl-XL,RGS8-Gao,Mcl-1 Bim block,Bim-Bfl-1,Bcl-B Bim block,molecule
7,-11,104,1,102,10,3,102,3,5,3,CCc1nc(Nc2ccc(OC)c(OC)c2)c2nnn(Cc3ccccc3Cl)c2n1
-6,6,88,-3,87,30,-7,89,-3,-13,-7,CC1CN(CC(O)COc2ccc(C(C)C)cc2)CC(C)O1 (centres undefined)
0,46,96,0,99,36,0,100,-1,-2,-4,O=C(c1cccn(Cc2ccc(C(F)(F)F)cc2)c1=O)N1CCOCC1

More records follow:
Bcl-2 Bim block,Mcl1-Bid inh,RGS7-Gao reg,Bim-Bcl-W,RGS4-Gao reg,Mcl1 Noxa PPI,Bim-Bcl-XL,RGS8-Gao,Mcl-1 Bim block,Bim-Bfl-1,Bcl-B Bim block,molecule
-5,-43,103,-2,103,27,-5,104,-5,-7,-5,Cc1ccccc1C(=O)NC(=S)Nc1ccc(Cc2ccncc2)cc1
-1,7,99,5,100,-2,-4,99,0,-11,-3,CCCC12CN3CC(C)(CN(C1)C3c1ccc(OC)cc1)C2=O (centres undefined)
·,-10,?,·,97,-4,·,97,·,·,·,C=C1C(C(=O)Nc2ccc(OC)cc2)C1C(=O)Nc1ccc(OC)cc1 (centres undefined)
-2,-38,99,-3,100,18,-2,98,-3,-1,-2,CCCN1CC=C2C(C#N)=C(N)C(C#N)(C#N)C(c3cc(OC)ccc3OC)C2C1 (centres undefined)
-2,-27,99,-2,104,-31,-4,101,-2,-4,-3,CC(=O)N/C(=C/c1ccc(OS(=O)(=O)c2ccc(C)cc2)cc1)C(=O)NCCO
-4,-33,104,-2,103,-16,-6,106,-3,-3,-6,CCOC(=O)c1c(CSc2nc(C)cc(C)c2C#N)n(C)c2cc(Br)c(OC(C)=O)cc12
-6,-11,78,1,88,8,0,93,-2,3,-1,Cn1cnnc1SCC(=O)n1c2ccccc2c2ccccc21
-3,-21,97,0,99,-1,-2,99,1,-10,-2,CCOc1ccc(CC(=O)OCn2nnc3ccccc3c2=O)cc1
-3,-25,91,-3,90,9,-4,93,2,-8,-5,COc1ncnc2c1NC(=O)CS2
-2,-23,102,-2,103,9,-2,105,0,2,0,CS(=O)(=O)N1CCC(C(=O)N2CCc3ccccc3C2)CC1
-8,2,?,-1,100,19,-1,102,-1,-6,-6,COC(=O)CN1CC(=O)N(c2ccccc2)C1=S
0,-6,102,-1,101,-3,-1,101,-1,-1,-5,CS(=O)(=O)CCC(C(=O)N1CCOCC1)N1C(=O)c2cc(Cl)c(Cl)cc2C1=O (centres undefined)
-2,-10,96,1,97,16,-1,100,2,-16,-6,CCOC(=O)c1c(C)[nH]c(C(=O)COC(=O)C23CC4CC(CC(Cl)(C4)C2)C3)c1C
9,-3,106,0,102,8,-1,103,-2,6,3,CCOC(=O)C1=C(C)N=c2s/c(=C3/C(=O)Nc4ccccc43)c(=O)n2C1c1ccc(C)cc1 (centres undefined)
-6,-2,98,0,101,5,-6,102,0,-9,-8,COC(=O)c1c(C)noc1-c1cc(C)on1
-11,5,98,0,96,-10,-5,99,0,-14,-9,O=c1[nH]c2cc3c(cc2cc1C(c1nnnn1CC1CCCO1)N1CCCCCC1)OCCO3 (centres undefined)
-3,-6,102,-2,101,10,-5,105,-2,-5,-5,COc1ccccc1-c1nc2ccccc2nc1-c1ccccc1
-2,10,102,3,101,79*,-1,99,13,-9,0,COc1cc(/C=N/NC(=O)C2c3ccccc3Oc3ccccc32)ccc1O
0,-58,106,1,110,-14,-1,105,-2,-3,11,Cc1csc2nc(CNS(=O)(=O)N(C)C)cn12
-4,-40,98,-1,106,7,-6,100,-3,-4,-4,O=C(NCCCO)C(=O)c1c(-c2ccccc2)cc2ccccn12
